Peg3 prom inh: inhibitors of Peg3 promoter; inhibition, % at 20 µM; HeLa PEG-Prom luciferase reporter, luminescence, overnight; 1.7% of 360,000 active; AID 588405;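 active = inhibition of at least 50% at 20 µM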
Shn3 3UTR inh: Schnurri-3 reporter inhibition in Clone20 osteoblasts; Clone20 osteoblast Shn3 3'UTR firefly luciferase, 24 h; inhibition, % at 12.5 µM; 0.52% of 360,000 active; AID 588674;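 active = mean inhibition of at least 75% with every replicate also reaching 75%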;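 also: 0% = median of neutral control wells and 100% = pilot-screen positive control compound; some compounds past the cut are filed as inactive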
HIF-2a inh: blocks HIF-2a reporter activity. 0.72% of 360,000 active. 786-0 RCC cells HIF-2a reporter, luciferase luminescence, overnight. inhibition, % at 18.8 µM;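 active = inhibition of the luminescence signal of 40% or more relative to plate controls, in a single-dose primary screen at 18.75 µM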
NR2E3 ag-1: NR2E3 (human) agonism; GST-NR2E3/biotin-RetCOR TR-FRET, 1536-well; Q9Y5X4; 0.12% of 320,000 active; inhibition of corepressor binding, % at 4.78 µM; AID 2300;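 active = percent inhibition above the cutoff of mean plus 3 SD of all tested compounds, set per screening campaign, cut at about 20% in these data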;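 also: 0% = DMSO wells and 100% = biotin wells as full block of FRET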
Target sequence (Q9Y5X4 whole entry, looked up): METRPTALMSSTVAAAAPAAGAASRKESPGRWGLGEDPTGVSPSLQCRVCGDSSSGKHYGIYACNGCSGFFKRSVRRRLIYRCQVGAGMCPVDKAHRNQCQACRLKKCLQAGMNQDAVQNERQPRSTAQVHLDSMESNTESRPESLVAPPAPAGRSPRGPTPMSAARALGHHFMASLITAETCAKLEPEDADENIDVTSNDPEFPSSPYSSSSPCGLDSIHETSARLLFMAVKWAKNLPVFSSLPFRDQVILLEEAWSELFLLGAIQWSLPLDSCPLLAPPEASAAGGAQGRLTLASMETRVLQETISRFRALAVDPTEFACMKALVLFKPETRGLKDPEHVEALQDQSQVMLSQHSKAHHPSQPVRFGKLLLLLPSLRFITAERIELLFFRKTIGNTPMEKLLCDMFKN
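Test system – NR2E3–RetCOR corepressor complex · Quantity – NR2E3 fusion 1.35 nM · Buffer or medium – Tris pH 7.5 · Incubation – Compound–protein incubation for 5 h at 4 °C · Technique – TR-FRET, Eu(K)-anti-GST donor, streptavidin-D2 acceptor, ex 340, em 617/671 nm · Evaluation – percent inhibition of 671/617 nm emission ratio versus biotin and DMSO controls · Plate – 1536-well format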
NR2E3 ag-2: human photoreceptor-specific nuclear receptor agonism; Q9Y5X4; CHO-S Gal4-NCOR/VP16-NR2E3 two-hybrid, luciferase; inhibition of corepressor binding, % at 3.98 µM; 0.35% of 360,000 active; AID 602229;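 active = inhibition above the mean of all tested compounds plus 3 SD, cut at about 70% in these data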;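 also: 0% = DMSO with NR2E3 transfected cells and 100% = cells lacking NR2E3 construct; higher means lower luciferase signal from less NR2E3 corepressor binding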
MITF TRPM1 inh: reduces MITF-dependent TRPM1 promoter luciferase signal. AID 488899. inhibition, % at 12.5 µM. SK-MEL-5 TRPM1 promoter luciferase, 24 h. 0.83% of 330,000 active;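 active = mean inhibition across replicates of 60% or more, whatever share of single replicates reaches that level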; also: values of inactives mirror those of a sister screen read the other way
CaV13 ICDI inh: Disruptors of the CACNA1D IQ motif to Ca2+-dependent inactivation inhibitor domain association, primary screening, Förster resonance energy transfer in intact living …. inhibition, % at 12.3 µM. HEK cells, CFP/YFP FRET ICDI-IQ, plate reader, 10 min; percent FRET-ratio fall versus neutral wells. 0.098% of 340,000 active;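 active = mean replicate inhibition of at least 30% and at least 1% of replicates passing that level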;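 also: 0% = median of the neutral control wells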
hiPSC survival: enhancers of human iPSC single-cell survival; AID 602274; hiPSC single-cell survival, ATPlite luminescence; 100% = ROCK inhibitor wells, 0% = DMSO; 0.044% of 360,000 active; survival enhancement, % at 20 µM; in the data active = survival enhancement above about 18%;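 also: cells exposed to compounds for 16 hours before the ATP read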
m5-HT2A agonist: mouse HTR2A agonism via beta-arrestin recruitment; activation, % at 7.6 µM; P35363; CHO-K1 mHTR2A beta-arrestin complementation, luminescence; percent of 30 µM serotonin response; 0.66% of 360,000 active; AID 624169;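 active = activation above a run cutoff, the mean activation of all tested compounds plus 3 SD, cut at about 14% in these data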;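 also: 0% = plate median of compound wells and 100% = 30 µM serotonin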
Target sequence (P35363 whole entry, looked up): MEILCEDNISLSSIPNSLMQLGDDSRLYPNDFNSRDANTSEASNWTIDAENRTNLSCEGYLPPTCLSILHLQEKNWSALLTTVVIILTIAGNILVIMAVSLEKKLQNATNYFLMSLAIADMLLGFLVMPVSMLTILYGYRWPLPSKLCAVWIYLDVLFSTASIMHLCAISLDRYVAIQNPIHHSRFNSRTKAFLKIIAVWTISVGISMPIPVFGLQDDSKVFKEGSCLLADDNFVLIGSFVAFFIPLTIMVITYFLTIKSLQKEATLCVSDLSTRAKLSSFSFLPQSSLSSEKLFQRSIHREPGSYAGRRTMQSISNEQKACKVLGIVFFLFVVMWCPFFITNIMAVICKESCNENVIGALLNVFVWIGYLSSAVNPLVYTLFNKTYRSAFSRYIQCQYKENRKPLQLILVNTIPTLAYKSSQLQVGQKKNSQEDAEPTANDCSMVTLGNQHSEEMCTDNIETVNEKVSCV
H9c2 protect: myocardial damage modulation in H9c2 cells; H9c2 cardiomyocytes, H2O2 injury protection, ATPLite, 2 h; protection from H2O2 cell death, % at 20 µM; 0.63% of 360,000 active; AID 588492;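 active = compounds giving at least 50% protection of heart cells from peroxide-induced death in the single-dose screen, raw or plate-pattern-corrected value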;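 also: 0% = DMSO wells with peroxide and 100% = DMSO wells without peroxide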
PDI inh: inhibitors of human protein disulfide isomerase; P07237; PDI insulin aggregation turbidity, A650, 90 min; inhibition, % at 10 µM; 0.052% of 350,000 active; AID 588391;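 active = mean inhibition across replicates of 30% or more, whatever share of single replicates reach that level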;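 also: absorbance from insulin aggregation driven by PDI reduction with DTT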
Starred values were filed as active, the others as inactive.

What do the screens show for `CCCN1CCc2c(sc(NC(=O)c3ccc(S(=O)(=O)N(C)c4ccccc4)cc3)c2C(=O)NC)C1`?
Peg3 prom inh: 28; Shn3 3UTR inh: -32; HIF-2a inh: 15; NR2E3 ag-1: 2; NR2E3 ag-2: -21; MITF TRPM1 inh: 4; CaV13 ICDI inh: -8; hiPSC survival: 0.6; m5-HT2A agonist: -11; H9c2 protect: 16; PDI inh: -1

What do the screens show for `O=C(COC(=O)/C=C/c1ccc(C(F)(F)F)cc1)NC1CCS(=O)(=O)C1` (configuration not stated)?
Peg3 prom inh: 8; Shn3 3UTR inh: 23; HIF-2a inh: 12; NR2E3 ag-1: -3; NR2E3 ag-2: -30; MITF TRPM1 inh: -1; CaV13 ICDI inh: -2; hiPSC survival: 1.4; m5-HT2A agonist: 8; H9c2 protect: -6; PDI inh: -8

How did O=C(Nc1c(-c2ccccc2)nc2ccccn12)c1cccc(F)c1 do in these assays?
Peg3 prom inh: -9; Shn3 3UTR inh: 2; HIF-2a inh: 3; NR2E3 ag-1: -1; NR2E3 ag-2: -11; MITF TRPM1 inh: -5; CaV13 ICDI inh: -3; hiPSC survival: 0.0; m5-HT2A agonist: 1; H9c2 protect: 6; PDI inh: 1

How did Cc1sc2ncnc(N3CCC(C(=O)NNC(=O)COc4ccc(Cl)cc4)CC3)c2c1C do in these assays?
Peg3 prom inh: 20; Shn3 3UTR inh: 0; HIF-2a inh: 13; NR2E3 ag-2: -15; MITF TRPM1 inh: 7; CaV13 ICDI inh: -3; hiPSC survival: -0.4; m5-HT2A agonist: 12; H9c2 protect: 0; PDI inh: 11

Results for O=C(O)C1C2CCC(O2)C1C(=O)Nc1ccc(F)c(Cl)c1 (configuration not stated) ?
Peg3 prom inh: 4; Shn3 3UTR inh: -6; HIF-2a inh: 11; NR2E3 ag-1: 3; NR2E3 ag-2: -10; MITF TRPM1 inh: -7; CaV13 ICDI inh: -6; hiPSC survival: -0.5; m5-HT2A agonist: -1; H9c2 protect: 7; PDI inh: 9

Results for CC(=O)NCCc1ccc(C(=O)COC(=O)c2ccc(C)s2)cc1 ?
Peg3 prom inh: -57; Shn3 3UTR inh: 8; HIF-2a inh: -14; NR2E3 ag-2: 0; CaV13 ICDI inh: -5; hiPSC survival: 5.6; m5-HT2A agonist: 0; H9c2 protect: -4; PDI inh: -16

What do the screens show for `O=C(O)C1=C[C@H](c2ccc(Br)cc2)C[C@H](OCCCCO)O1`?
Peg3 prom inh: -11; Shn3 3UTR inh: -6; HIF-2a inh: 2; NR2E3 ag-1: -1; NR2E3 ag-2: -61; CaV13 ICDI inh: -7; hiPSC survival: 1.1; m5-HT2A agonist: 7; H9c2 protect: 6; PDI inh: -2

How did Cc1ccsc1CN(C(=O)c1ccccc1)C1CCS(=O)(=O)C1 (configuration not stated) do in these assays?
Peg3 prom inh: 16; Shn3 3UTR inh: -9; HIF-2a inh: 11; NR2E3 ag-1: -2; NR2E3 ag-2: -13; MITF TRPM1 inh: -4; CaV13 ICDI inh: -3; hiPSC survival: 1.9; m5-HT2A agonist: -2; H9c2 protect: -3; PDI inh: -9

How did Brc1ccc2nc(-c3ccccc3)c(Cc3ccccc3)n2c1 do in these assays?
Peg3 prom inh: -51; Shn3 3UTR inh: -14; HIF-2a inh: -127; NR2E3 ag-2: -34; CaV13 ICDI inh: -5; hiPSC survival: 1.7; m5-HT2A agonist: 4; H9c2 protect: -1

How did O=C(CNS(=O)(=O)c1ccc(Br)s1)NCCc1ccc(Cl)cc1 do in these assays?
Peg3 prom inh: 5; Shn3 3UTR inh: -5; HIF-2a inh: 3; NR2E3 ag-1: 5; NR2E3 ag-2: -9; MITF TRPM1 inh: -4; CaV13 ICDI inh: -2; hiPSC survival: 0.2; m5-HT2A agonist: -4; H9c2 protect: -3; PDI inh: 0

How did CCOC(=O)C1CCN(C(=O)CN2C(=O)NC3(CCCCC3)C2=O)CC1 do in these assays?
Peg3 prom inh: 7; Shn3 3UTR inh: -5; HIF-2a inh: 5; NR2E3 ag-1: -1; NR2E3 ag-2: -11; MITF TRPM1 inh: 1; CaV13 ICDI inh: -5; hiPSC survival: -0.4; m5-HT2A agonist: 6; H9c2 protect: 2; PDI inh: -3

Results for COC(=O)CN(c1ccc(C)cc1)S(=O)(=O)c1ccc(F)cc1 ?
Peg3 prom inh: 3; Shn3 3UTR inh: -1; HIF-2a inh: 13; NR2E3 ag-1: 2; NR2E3 ag-2: -21; MITF TRPM1 inh: 1; CaV13 ICDI inh: 8; hiPSC survival: 1.4; m5-HT2A agonist: -5; H9c2 protect: -2; PDI inh: -18

What do the screens show for `CSCC[C@H](NC(=O)OC(C)(C)C)c1nnc(SCC(=O)N(C)C)o1`?
Peg3 prom inh: 7; Shn3 3UTR inh: -6; HIF-2a inh: 7; NR2E3 ag-1: 3; NR2E3 ag-2: -25; MITF TRPM1 inh: 7; CaV13 ICDI inh: -5; hiPSC survival: -2.5; m5-HT2A agonist: 5; H9c2 protect: -4; PDI inh: -2

How did CCCCN1CC(C(=O)NCc2ccc(C)cc2)CC1=O (configuration not stated) do in these assays?
Peg3 prom inh: 16; Shn3 3UTR inh: -28; HIF-2a inh: 10; NR2E3 ag-1: 0; NR2E3 ag-2: -11; MITF TRPM1 inh: 1; CaV13 ICDI inh: -5; hiPSC survival: 0.3; m5-HT2A agonist: -1; H9c2 protect: -3; PDI inh: -2

What do the screens show for `CCN(C(=O)C(C)OC(=O)CCCNC(=O)c1ccc(Cl)cc1)c1ccccc1` (configuration not stated)?
Peg3 prom inh: 20; Shn3 3UTR inh: 15; HIF-2a inh: 16; NR2E3 ag-1: 3; NR2E3 ag-2: -2; MITF TRPM1 inh: -2; CaV13 ICDI inh: -13; hiPSC survival: -0.4; m5-HT2A agonist: -1; H9c2 protect: 0; PDI inh: 8

How did CCN(CC(=O)Nc1c(F)cccc1F)C(=O)C1CCN(S(=O)(=O)c2ccc(F)cc2)CC1 do in these assays?
Peg3 prom inh: -4; Shn3 3UTR inh: 3; HIF-2a inh: 10; NR2E3 ag-1: 1; NR2E3 ag-2: -14; MITF TRPM1 inh: 6; CaV13 ICDI inh: -6; hiPSC survival: 0.4; m5-HT2A agonist: -6; H9c2 protect: -2; PDI inh: -2

How did CC(=O)c1cccc(NC(=O)NC2CCCCC2)c1 do in these assays?
Peg3 prom inh: -50; Shn3 3UTR inh: 4; HIF-2a inh: -36; NR2E3 ag-1: 0; NR2E3 ag-2: -42; MITF TRPM1 inh: -19; CaV13 ICDI inh: -7; hiPSC survival: -0.2; m5-HT2A agonist: -1; H9c2 protect: 2; PDI inh: 7

How did CC(C)(C)NC(=O)CCN(/N=C/c1ccccc1)C1=NS(=O)(=O)c2ccccc21 do in these assays?
Peg3 prom inh: 20; Shn3 3UTR inh: 6; HIF-2a inh: 7; NR2E3 ag-1: -1; NR2E3 ag-2: -2; MITF TRPM1 inh: -20; CaV13 ICDI inh: -4; hiPSC survival: -0.6; m5-HT2A agonist: -1; H9c2 protect: 11; PDI inh: -2

How did CC1(C)C2CCC1(C)C(SC(=N)N)C2 (configuration not stated) do in these assays?
Peg3 prom inh: 5; Shn3 3UTR inh: 1; HIF-2a inh: 11; NR2E3 ag-2: -12; MITF TRPM1 inh: -1; CaV13 ICDI inh: -6; hiPSC survival: -2.0; m5-HT2A agonist: -5; H9c2 protect: -7; PDI inh: -3

How did O=[N+]([O-])c1nn(-c2ccc(Cl)cc2)n(O)c1=NCc1ccccc1Cl do in these assays?
Peg3 prom inh: -129; Shn3 3UTR inh: -12; HIF-2a inh: -218; NR2E3 ag-1: 2; NR2E3 ag-2: -47; MITF TRPM1 inh: -12; CaV13 ICDI inh: -4; hiPSC survival: -0.4; m5-HT2A agonist: -3; H9c2 protect: -5; PDI inh: -2

What do the screens show for `Cc1cccc(OCC(=O)Nc2ccc3c(c2)nc(CCN2CCN(C)CC2)n3C)c1`?
Peg3 prom inh: 6; Shn3 3UTR inh: -1; HIF-2a inh: 10; NR2E3 ag-1: -1; NR2E3 ag-2: -37; MITF TRPM1 inh: 9; CaV13 ICDI inh: -5; hiPSC survival: -1.7; m5-HT2A agonist: -8; H9c2 protect: 17; PDI inh: 2

What do the screens show for `O=C(CSc1nnc(NC(=O)C2CC(=O)N(c3ccccc3)C2)s1)NCc1ccco1` (configuration not stated)?
Peg3 prom inh: -2; Shn3 3UTR inh: -13; HIF-2a inh: 13; NR2E3 ag-1: 1; NR2E3 ag-2: 4; MITF TRPM1 inh: 1; CaV13 ICDI inh: -3; hiPSC survival: 0.1; m5-HT2A agonist: 2; H9c2 protect: -4; PDI inh: 1

What do the screens show for `CCC(C)C(NS(=O)(=O)c1ccc(C)cc1)C(=O)N1CCOCCOCCOCC1` (configuration not stated)?
Peg3 prom inh: 9; Shn3 3UTR inh: 6; HIF-2a inh: 7; NR2E3 ag-1: 5; NR2E3 ag-2: 0; MITF TRPM1 inh: -6; CaV13 ICDI inh: -2; hiPSC survival: 0.7; m5-HT2A agonist: -2; H9c2 protect: -3; PDI inh: -2

How did O=C(CC1C(=O)NCCN1Cc1ccc(-c2ccccc2)cc1)NCC1CCOCC1 (configuration not stated) do in these assays?
Peg3 prom inh: -10; Shn3 3UTR inh: 1; HIF-2a inh: -36; NR2E3 ag-1: -1; NR2E3 ag-2: -25; MITF TRPM1 inh: 2; CaV13 ICDI inh: 3; hiPSC survival: -1.3; m5-HT2A agonist: 0; H9c2 protect: 2; PDI inh: 6

Copied from the entries so far for reference:
What do the screens show for `Cc1cccc(OCC(=O)Nc2ccc3c(c2)nc(CCN2CCN(C)CC2)n3C)c1`?
Peg3 prom inh: 6; Shn3 3UTR inh: -1; HIF-2a inh: 10; NR2E3 ag-1: -1; NR2E3 ag-2: -37; MITF TRPM1 inh: 9; CaV13 ICDI inh: -5; hiPSC survival: -1.7; m5-HT2A agonist: -8; H9c2 protect: 17; PDI inh: 2

What do the screens show for `O=C(CSc1nnc(NC(=O)C2CC(=O)N(c3ccccc3)C2)s1)NCc1ccco1` (configuration not stated)?
Peg3 prom inh: -2; Shn3 3UTR inh: -13; HIF-2a inh: 13; NR2E3 ag-1: 1; NR2E3 ag-2: 4; MITF TRPM1 inh: 1; CaV13 ICDI inh: -3; hiPSC survival: 0.1; m5-HT2A agonist: 2; H9c2 protect: -4; PDI inh: 1

What do the screens show for `CCC(C)C(NS(=O)(=O)c1ccc(C)cc1)C(=O)N1CCOCCOCCOCC1` (configuration not stated)?
Peg3 prom inh: 9; Shn3 3UTR inh: 6; HIF-2a inh: 7; NR2E3 ag-1: 5; NR2E3 ag-2: 0; MITF TRPM1 inh: -6; CaV13 ICDI inh: -2; hiPSC survival: 0.7; m5-HT2A agonist: -2; H9c2 protect: -3; PDI inh: -2
